Screening data deposited in PubChem BioAssay by National Center for Advancing Translational Sciences (NCATS).
GAA glycogen – GAA glycogen-cleavage inhibition or activation. recombinant GAA, glycogen substrate, Amplex Red glucose oxidase fluorescence. Potency, µM (highest dose often 76.4 µM), without a hit: at the top dose activity change, negative = inhibition, most hits filed as inhibitors. 300,000 tested, 0.38% active; active = well fitted inhibition curve with a large enough effect; inconclusive = small, poorly fitted or top-dose-only effect, or another doubt; inactive = no such curve, though single readings can be large or run the other way;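 note: 0% = full enzyme reaction and -100% = no-enzyme basal signal; the screen sought inhibitors and activators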
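Recombinant human alpha-glucosidase (4 nM final) hydrolysed bovine liver glycogen (30 ug) for 40 min at 37 C in pH 5.0 citrate/phosphate with 0.01% Tween-20. Released glucose detected by glucose oxidase/Amplex Red, Ex 573/Em 610 nm. Compounds up to 77 uM; AC50 from Hill fits.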
Active calls of the source: *; ? = inconclusive; [ ] = dose if it differs, or a comment. Potency is the fitted concentration of half-maximal effect. An excerpt. The share of hits here may be higher or lower than overall.

| Compound | GAA glycogen |
| --- | --- |
| COc1cc(-c2cc(OC)c3c(C)oc(C)c3c(=O)c2)ccc1OC(=O)c1cccc(C)c1 | -9.1%[76.3 µM] |
| CN1CCN(C(c2ccc(C(F)(F)F)cc2)c2cc(Cl)c3cccnc3c2O)CC1 (configuration not stated) | -18.8% |
| COc1ccccc1C(=O)Nc1nnc(S(=O)(=O)N2CCOCC2)s1 | -6.3%[76.3 µM] |
| Cc1ccc(CCC(=O)Nc2ccc(Cl)cc2)o1 | -6.8%[76.3 µM] |
| Cc1ccc(N(CC#N)C(=O)CS(=O)(=O)c2cccc([N+](=O)[O-])c2)cc1 | -5.0%[76.3 µM] |
| CCN1C(=O)c2ccccc2S(=O)c2ccc(C(=O)NCCN(CC(C)C)CC(C)C)cc21 (configuration not stated) | -3.6% |
| CC(=O)N1c2ccccc2C(=O)C1N(C)c1ccc(C)cc1 (configuration not stated) | ? |
| O=C(CCS(=O)(=O)c1ccccc1)NCc1ccccc1 | -4.9%[76.3 µM] |
| CC(C)CN(c1ccccc1)S(=O)(=O)c1nnc(NC(=O)C2CCCCC2)s1 | -1.7%[76.3 µM] |
| CC(=O)Nc1ccc(C2=NN(c3ccccc3)C(c3ccccc3)C2)cc1 (configuration not stated) | -4.5% |
| COC(=O)N1C(=O)[C@@](c2ccccc2)(C2CCCC2)N1C(=O)OC | 18.7%[76.3 µM] |
| COc1ccccc1/C=C/CN1CCC(Oc2ccc(C(=O)N3CCCC3)cc2)CC1 | -7.7%[76.3 µM] |
| CCC(C)[C@H](NC(=O)C1CC(=O)N(c2ccc(OC)cc2)C1)C(=O)NC1CCCC1 (some centres not stated) | -1.0%[76.3 µM] |
| O=C(CCc1ccccc1)N1CCN(S(=O)(=O)c2cccs2)CC1 | 0.9%[76.3 µM] |
| O=C(NNC(=O)c1ccccc1C(F)(F)F)c1csc(N2CCOCC2)n1 | -2.7%[76.3 µM] |
| O=C(c1cccc(Cl)c1)N1CCCC(C(=O)N2CCN(c3ccccc3)CC2)C1 (configuration not stated) | -2.4%[76.3 µM] |
| COc1ccc(CN2CC(C(=O)NCCCN3CCCCC3)CC2=O)cc1 (configuration not stated) | -4.6%[76.3 µM] |
| C=CCN(C(=O)Nc1ccc(OC)cc1)c1nnc(-c2ccncc2)s1 | -7.0%[76.3 µM] |
| COc1ccc(CN2C3CCC2CC(NC(=O)c2cccc(F)c2)C3)cc1 (configuration not stated) | -12.4%[76.3 µM] |
| OCC[C@@H]1C[C@@H](O)[C@H](O)[C@]2(OCc3ccccc32)O1 | 13.8%[76.3 µM] |
| CCCCN(C(=O)c1cc(=O)[nH]c2ccccc12)c1c(N)n(CCCC)c(=O)[nH]c1=O | 4.7%[76.3 µM] |
| O=C(N/N=C/c1c[nH]c2ccccc12)c1ccccc1 | 0.0%[76.3 µM] |
| O=C(c1ccccc1)c1ccc(OCC(O)CNCc2cccc(Cl)c2)cc1 (configuration not stated) | -7.3% |
| CC(C)N(Cc1cnn(C)c1)C(=O)c1ccc(OC2CCN(Cc3ccccn3)CC2)cc1 | 9.4%[76.3 µM] |
| COc1ccccc1N1CCN(C(=O)c2ccc(NC3=NC4CS(=O)(=O)CC4S3)cc2)CC1 (configuration not stated) | -5.8%[76.3 µM] |
| CC(C)c1ccc(NC(=O)c2ccccc2NC(=O)C2CCCCC2C(=O)O)cc1 (configuration not stated) | -9.2%[76.3 µM] |
| CCc1ccc(-c2[nH]c3c(c2-c2sc(C)c(C(=O)OC)c2O)c(=O)n(C)c(=O)n3C)cc1 | 11.9%[76.3 µM] |
| CC1CCN(C2=NC(=O)/C(=C/c3ccccc3F)S2)CC1 | 4.3% |
| COc1ccc(OC)c(C(C)NC(=O)C(C)Cc2ccccc2)c1 (configuration not stated) | -12.2%[76.3 µM] |
| COc1ccccc1NC(=O)c1sc2nc(-c3cc4cc(Cl)ccc4oc3=O)[nH]c(=O)c2c1C | -7.6%[76.3 µM] |
| CCN1CCN(C(=O)CNC(=O)c2nn(-c3ccc(OC)cc3)c(=O)c3ccccc23)CC1 | -4.3% |
| CN(CC1CCCN(CCc2ccc(Cl)cc2)C1)C(=O)c1ccoc1 (configuration not stated) | 1.5%[76.3 µM] |
| O=C(O)CCc1ccc(S(=O)(=O)Nc2ccc(OCc3ccccc3)cc2)cc1 | 2.2% |
| N#CCCN(NC1=NS(=O)(=O)c2ccccc21)C(=O)c1ccccc1Br | 1.7% |
| COc1ccc(CNC(=O)CN2C(=O)COc3ccc(S(=O)(=O)N4CCCC4)cc32)cc1 | 0.4%[76.3 µM] |
| CCN(c1ccc(C)cc1C)S(=O)(=O)c1nnc(NC(=O)CC(C)C)s1 | 8.3%[76.3 µM] |
| CCc1noc(-c2ccc(NCc3ccccc3)c([N+](=O)[O-])c2)n1 | 10.8%[76.3 µM] |
| OC(c1ccc(F)cc1)(C1CCCCC1)C(CN1CCOCC1)c1ccccc1 (configuration not stated) | 7.5%[76.3 µM] |
| O=C(NCCc1ccc(C(F)(F)F)cc1)C1CCC(=O)N(C2CC2)C1 (configuration not stated) | 1.6%[76.3 µM] |
| COc1ccc(OC)c(NC(=O)CCN2CCN(C/C=C/c3ccccc3)CC2)c1 | -6.3%[76.3 µM] |
| CCOCCn1c(=O)c2c(nc3n2CCN3c2ccc(C)c(C)c2)n(C)c1=O | -10.3%[76.3 µM] |
| COc1cccc(S(=O)(=O)Nc2noc3ccccc23)c1 | 3.9% |
| COc1cc(OC)cc(C(=O)N2CCC(C(=O)NCCc3ccccc3)CC2)c1 | -16.7%[76.3 µM] |
| COC(=O)c1c(C(=O)OC)c2ccccn2c1C(=O)c1ccc([N+](=O)[O-])cc1 | 0.8% |
| O=C(O)c1ccc(NC(=O)c2ccccc2Br)c(NC(=O)c2ccccc2Br)c1 | -3.8%[76.3 µM] |
| CC(C(=O)NC1CCCCCC1)n1cc([N+](=O)[O-])cn1 (configuration not stated) | -4.5% |
| C#CCN(C(=O)c1cc(COc2ccc(C)c(C)c2)on1)C1CCCCC1 | -4.0%[76.3 µM] |
| COc1ccccc1N1CCN(C(=O)C(=O)c2c(C)n(C)c3ccccc23)CC1 | -6.7%[76.3 µM] |
| Cc1cccc(C)c1N=C1C(=O)Nc2ccccc21 | -2.3% |
| COc1ccc(OC)c(N/C(C)=C/C(=O)c2ccncc2)c1 | -11.0%[76.3 µM] |
| O=C(Nc1ccc(S(=O)(=O)N2CCOCC2)cc1)c1ccc(F)cc1 | -0.3%[76.3 µM] |
| Fc1cccc(Cl)c1COc1ccc(-c2nnco2)cc1 | -1.6% |
| NC(=O)N/N=C/c1ccc(-n2nncc2-c2ccc(Cl)cc2)cc1 | -2.5%[76.3 µM] |
| COc1cc([N+](=O)[O-])ccc1NC(=O)Nc1cnccn1 | -2.3%[76.3 µM] |
| CN1CCc2c(sc(NC(=O)c3ccco3)c2C(N)=O)C1 | 2.4%[76.3 µM] |
| O=C(c1ccc(Br)cc1)N1CCC(C(=O)N2CCN(c3ccccc3)CC2)CC1 | -5.9%[76.3 µM] |
| O=C(NCc1ccccc1Cl)C1CCCN1C(=O)Nc1ccccc1 (configuration not stated) | 1.3%[76.3 µM] |
| Cc1cc(OC(C)C(=O)NCCCn2ccnc2)c2c(C)c(C)c(=O)oc2c1 (configuration not stated) | 5.0%[76.3 µM] |
| CC(C)C[C@H]1CNC(=O)C(=O)N1C[C@H](C)NC(=O)Cc1ccccc1 | -6.9%[76.3 µM] |
| Cc1ccc(S(=O)(=O)N2CCC(C(=O)N3CC(C)OC(C)C3)CC2)cc1 (configuration not stated) | -4.7%[76.3 µM] |

New compounds follow
| Compound | GAA glycogen |
| --- | --- |
| FC(F)(F)c1cnc2c(c1)[nH]c(=S)n2-c1ccc(Cl)cc1 | 1.5% |
| CCNc1nc2c(c(=O)n(C)c(=O)n2C)n1CCCc1ccccc1 | -13.5%[76.3 µM] |
| COc1ccc(C(=O)NC2CCCCC2)cc1OC1CCN(C(C)C)CC1 | -0.2%[76.3 µM] |
| Cc1nc(-c2ccc(Cl)cc2)sc1C1(C)CC(c2ccc(F)cc2)=NO1 (configuration not stated) | -14.7%[76.3 µM] |
| Cc1c(F)cccc1NS(=O)(=O)c1ccc2c(c1)c(C)cc(=O)n2C | 2.3% |
| O=[N+]([O-])c1ccccc1/C=N/n1c(-c2ccccc2)n[nH]c1=S | -12.1%[76.3 µM] |
| COC(=O)CNC(=O)C1Cc2ccccc2CN1S(=O)(=O)c1ccc(F)cc1 (configuration not stated) | 3.7% |
| COc1ccc2oc(=N)c(C(=O)Nc3ccccc3Cl)cc2c1 | 1.9%[76.3 µM] |
| O=[N+]([O-])c1c(NCCCO)cc(N2CCCCCC2)c2nonc12 | 0.3% |
| COc1ccc(-n2c(C)cc(=O)[nH]c2=O)cc1 | -12.7%[76.3 µM] |
| O=C(N=C1SC2CS(=O)(=O)CC2N1c1ccccc1)C1CC1 (configuration not stated) | -12.3%[76.3 µM] |
| Cc1ccc(C(=O)N2CCN(S(=O)(=O)c3ccc(Br)cc3)CC2)o1 | -6.9% |
| Cc1cc(C)c(S(=O)(=O)c2ccc(F)cc2C)c(Cl)n1 | 0.4% |
| N#Cc1cccc(NC(=O)Cc2ccsc2)c1 | -13.6% |
| COc1ccc(-c2nc(CS(=O)CC(=O)NCCc3ccc(C)cc3)c(C)o2)cc1OC (configuration not stated) | -2.7%[76.3 µM] |
| COc1ccc(C(=O)Nc2ccc3[nH]ncc3c2)cc1OC | 0.6%[76.3 µM] |
| COCCN1C(=O)N(c2ccc(Cl)cc2)C(=O)C1CC(=O)Nc1cc(OC)cc(OC)c1 (configuration not stated) | 2.9%[76.3 µM] |
| COc1ccc(CCN(C)C2CCCN(C(=O)CCSC)C2)cc1OC (configuration not stated) | 11.0%[76.3 µM] |
| CCc1cccc(NC(=O)Cn2nc(C)c3sc4ccccc4c3c2=O)c1 | -3.1%[76.3 µM] |
| O=C(Oc1ccc(C(=S)N2CCOCC2)cc1)c1ccc([N+](=O)[O-])cc1[N+](=O)[O-] | 0.9%[76.3 µM] |
| COc1ccc(C(=O)NCC(=O)N/N=C/c2cn(C)c3ccccc23)cc1OC | -10.4%[76.3 µM] |
| Cc1c(CC(=O)NCCCCCC(=O)O)c(=O)oc2cc3c(cc12)CCC(C)(C)O3 | 2.1% |
| CC(C)NC(=O)C(c1ccc(F)cc1)N(C(=O)CCC(=O)Nc1ccccn1)C1CCCCC1 (configuration not stated) | 0.2% |
| O=C(Nc1ccccc1Cl)OC1CCCCC1 | -14.1% |
| CCC(C)c1ccccc1NC(=O)CN(C)CC(=O)Nc1ccccc1SC (configuration not stated) | 0.3%[76.3 µM] |
| COc1ccc2nc(SCC(=O)NCc3ccccc3)[nH]c2c1 | -3.8%[76.3 µM] |
| CC1CCCCC1NC(=O)CCS(=O)(=O)c1cc2c(cc1Cl)NC(=O)CO2 (configuration not stated) | -0.9%[76.3 µM] |
| Cc1nnc(SCC(=O)N2CC(C)OC(C)C2)n1-c1ccccc1 (configuration not stated) | 8.7%[76.3 µM] |
| CCOCCCNc1nc(-c2ccccc2)nc2ccccc12 | 15.9%[76.3 µM] |
| CCOc1ccc2nc(N(CCCN(C)C)C(=O)c3ccc(S(=O)(=O)N4CCCC4)cc3)sc2c1 | -0.9%[76.3 µM] |
| COc1ccc(-n2nc(C(=O)NCC(=O)N3CCN(c4ccccc4F)CC3)c3ccccc3c2=O)cc1 | 6.6% |
| COc1ccc(C(C)NS(=O)(=O)Cc2ccccc2)cc1 (configuration not stated) | 0.4%[76.3 µM] |
| O=c1c2cc([N+](=O)[O-])cc([N+](=O)[O-])c2[nH]n1-c1ccccc1 | -3.5% |
| CC(NC(=O)C1CCCN(S(=O)(=O)N2CCOCC2)C1)c1ccccc1 (configuration not stated) | 6.9%[76.3 µM] |
| Cc1ccnc(NC(=O)CCCc2c[nH]c3ccccc23)c1 | -7.5%[76.3 µM] |
| CC(=O)Nc1ccc(S(=O)(=O)Nc2nnc(Cc3ccc(Cl)cc3)s2)cc1 | -6.2% |
| Cn1cc(S(=O)(=O)c2ccc(Cl)cc2)c(=O)c2cc(F)c(N3CCOCC3)cc21 | -6.2%[76.3 µM] |
| COc1cccc(CNC(=O)CCNS(=O)(=O)c2ccc(Br)s2)c1 | -4.6% |
| COc1cc(CN(C)CC2CCCN(CCc3cccc(C(F)(F)F)c3)C2)ccc1O (configuration not stated) | -3.5%[76.3 µM] |
| CC(NC(=O)Cc1ccsc1)c1ccc(Cl)cc1Cl (configuration not stated) | -2.1% |
| FC(F)(F)Oc1ccc(Nc2nc(N3CCOCC3)nc(N3CCOCC3)n2)cc1 | -16.7%[76.3 µM] |
| O=C(NCCc1ccc(F)cc1)C1CCCO1 (configuration not stated) | -0.6%[76.3 µM] |
| CN(Cc1ccccn1)C(=O)C1CCC(=O)N(Cc2cccc(F)c2)C1 (configuration not stated) | -8.1%[76.3 µM] |
| Cc1ccccc1OC(=O)CSc1nnc(-c2cccs2)o1 | 8.0%[76.3 µM] |
| Cc1ccc(CNC(=O)C2CCC(=O)N(CCCN3CCOCC3)C2)cc1 (configuration not stated) | -11.3%[76.3 µM] |

In the list so far, these contain a CF3 group:
| Compound | GAA glycogen |
| --- | --- |
| CN1CCN(C(c2ccc(C(F)(F)F)cc2)c2cc(Cl)c3cccnc3c2O)CC1 (configuration not stated) | -18.8% |
| O=C(NNC(=O)c1ccccc1C(F)(F)F)c1csc(N2CCOCC2)n1 | -2.7%[76.3 µM] |
| O=C(NCCc1ccc(C(F)(F)F)cc1)C1CCC(=O)N(C2CC2)C1 (configuration not stated) | 1.6%[76.3 µM] |
| FC(F)(F)c1cnc2c(c1)[nH]c(=S)n2-c1ccc(Cl)cc1 | 1.5% |
| COc1cc(CN(C)CC2CCCN(CCc3cccc(C(F)(F)F)c3)C2)ccc1O (configuration not stated) | -3.5%[76.3 µM] |
| FC(F)(F)Oc1ccc(Nc2nc(N3CCOCC3)nc(N3CCOCC3)n2)cc1 | -16.7%[76.3 µM] |
